Screens deposited in PubChem by several laboratories.
CHT block – inhibitors of human choline transporter CHT; CHT-expressing cells, membrane potential dye, choline response; hits give low values; B-score at 10 µM; 310,000 compounds, 0.86% hits;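 active = B-score over 3 SD under the library average, and starting fluorescence ratio not unusually high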;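 also: choline stimulus applied at its EC90 after an EC20 pre-addition; B-score computed on integrated fluorescence ratio after choline addition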
Target sequence (Q9GZV3 whole entry, looked up): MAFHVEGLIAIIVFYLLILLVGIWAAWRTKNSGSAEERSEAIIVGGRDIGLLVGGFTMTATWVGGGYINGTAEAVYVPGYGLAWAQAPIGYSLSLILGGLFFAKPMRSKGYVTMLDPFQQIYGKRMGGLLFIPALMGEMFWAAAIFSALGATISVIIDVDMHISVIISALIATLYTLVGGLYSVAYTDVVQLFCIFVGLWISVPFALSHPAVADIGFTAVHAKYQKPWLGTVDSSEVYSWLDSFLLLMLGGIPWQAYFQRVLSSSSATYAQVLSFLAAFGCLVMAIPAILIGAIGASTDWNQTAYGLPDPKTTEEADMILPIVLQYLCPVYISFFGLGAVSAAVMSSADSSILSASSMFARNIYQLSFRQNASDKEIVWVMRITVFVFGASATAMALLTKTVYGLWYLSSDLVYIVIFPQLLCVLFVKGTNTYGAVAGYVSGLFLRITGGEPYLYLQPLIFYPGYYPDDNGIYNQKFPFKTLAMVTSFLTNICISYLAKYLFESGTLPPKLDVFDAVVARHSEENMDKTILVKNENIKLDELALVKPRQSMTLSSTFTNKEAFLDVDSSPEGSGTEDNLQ
STK33 inh – inhibitors of purified STK33 kinase, primary screen, biochemical, ADP-Glo luminescence, homogeneous, cell-free | Serine/threonine-protein kinase 33 (Homo sapiens), Q9BYT3 | MBP phosphorylation | inhibition, % at 10 µM | 320,000 compounds, 0.073% hits | AID 2661, 2010;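 active = inhibition at or above 25%, using the most active replicate where run in duplicate; inactive = inhibition below 25%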
Target sequence (Q9BYT3 whole entry, looked up): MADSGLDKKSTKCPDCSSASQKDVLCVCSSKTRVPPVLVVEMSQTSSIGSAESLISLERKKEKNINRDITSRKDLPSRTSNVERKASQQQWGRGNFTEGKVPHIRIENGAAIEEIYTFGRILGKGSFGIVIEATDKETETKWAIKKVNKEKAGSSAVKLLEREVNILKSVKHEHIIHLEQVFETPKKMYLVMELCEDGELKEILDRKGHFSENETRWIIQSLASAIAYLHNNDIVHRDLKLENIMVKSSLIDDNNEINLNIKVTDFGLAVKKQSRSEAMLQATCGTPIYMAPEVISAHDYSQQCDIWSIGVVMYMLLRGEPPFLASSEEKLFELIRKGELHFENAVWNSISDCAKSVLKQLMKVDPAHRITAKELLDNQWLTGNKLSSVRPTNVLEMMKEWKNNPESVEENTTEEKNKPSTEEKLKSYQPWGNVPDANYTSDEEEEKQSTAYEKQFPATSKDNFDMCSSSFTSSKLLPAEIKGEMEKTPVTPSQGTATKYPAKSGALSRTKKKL
CHT allo act – CHT positive allosteric modulators, primary screen, cell-based, membrane potential dye, choline EC20. High affinity choline transporter 1 (Homo sapiens), Q9GZV3. 310,000 compounds, 0.49% hits. B-score at 10 µM. CHT-expressing cells; hits give high values; LV-AA mutant CHT in HEK293 cells. AID 488977, 2010;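 active = initial fluorescence not abnormally high and integrated response B-score, plate-corrected, over 3 SD above library mean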
* hit, by the source's call; i = inactive; x = no result given; & = joins results of further samples; ! = repeats disagree. The list is partial, so the mix of outcomes need not match the whole.

Under each structure: STK33 inh	CHT block	CHT allo act
#1 COC(=O)C1=C(c2ccccc2)C[C@@H]2CC[C@H]1N2C(=O)NC1CC1
  -2.0	i	i
#2 CCCCC(=O)N/N=C/c1c(O)n(-c2cccc3ccccc23)c(=O)[nH]c1=O
  -1.2	i	i
#3 CN1C(=O)C(=Cc2ccc(N3CCOCC3)o2)C(=O)N(C)C1=O
  0.3	i	i
#4 O=C(COC(=O)Cc1ccccc1)Nc1cc(S(=O)(=O)N2CCCCC2)ccc1Cl
  0.7	i	i
#5 Cc1nc2cc(C(F)(F)F)ccc2n1C1CCN(Cc2nnnn2CCc2ccccc2)CC1
  -0.6	i	i
#6 O=C(C1CC(=O)N(C2CCCC2)C1)N1CCC2(CC1)OCCO2 (stereo not drawn)
  -2.7	i	i
#7 CN1CC2=CC(O)CC3Oc4c(O)ccc(c4[C@]23C)C1 (stereo partly drawn)
  -1.0	i	i
#8 COc1cc(/C=C/[N+](=O)[O-])ccc1O
  2.1	i	i
#9 COC(=O)C1=CO[C@@H](C)[C@@H]2CN3CC[C@]4(C(=O)Nc5ccccc54)[C@@H]3C[C@H]12
  -0.9	i	i
#10 C[C@]12CCC3C(CC[C@H]4C[C@H](N)CC[C@]34C)C1CC[C@H]2O (stereo partly drawn)
  0.1	i	i
#11 CC(C)(C)P(=O)(NCc1ccccc1)c1ccccc1 (stereo not drawn)
  -0.7	i	i
#12 CCOc1ccc(-c2cc(C)[n+](CCN(CC)CC)c(-c3ccc(OCC)cc3)c2)cc1
  -0.8	i	i
#13 Cc1ccc(O)c(C(=O)c2cc(C(=O)NCCC(C)C)c(=O)n(CCC(C)C)c2)c1
  -1.4	i	i
#14 O=c1c2ccccc2nc(-c2ccco2)n1-c1ccncc1
  -1.0	i	i
#15 CCOC(=O)c1ccc(N=C(C)c2c(O)[nH]c(=O)[nH]c2=O)cc1
  -0.6	i	i
#16 O=C(N/N=C/c1c(O)n(CCc2ccccc2)c(=O)[nH]c1=O)c1ccccc1
  3.7	i	i
#17 COc1ccc(C(=O)C2CCCN(Cc3ccon3)C2)c(OC)c1 (stereo not drawn)
  0.7	i	i
#18 CC(C)OC(=O)C1C(=O)NC2(C)CC1c1ccccc1O2 (stereo not drawn)
  -0.4	i	i
#19 CC1CCCC(C)N1/N=C/c1c[nH]c2ccc(Br)cc12 (stereo not drawn)
  -0.5	i	i
#20 O=C1CC(=O)N(c2ccccc2)C(=O)N1c1ccccc1
  -2.5	i	i
#21 Cc1noc(C)c1CC(=O)N1CCCC(N2CCN(c3ccccc3F)CC2)C1 (stereo not drawn)
  -1.2	i	i
#22 COc1ccc2[nH]cc(CCN(C)C)c2c1
  0.2	i	i
#23 O=C1NC(=O)N(c2ccc3c(c2)OCO3)C(=O)/C1=C/c1ccc(N2CCCCC2)o1
  0.3	i	i
#24 CCC(=NCc1cccnc1)c1c(O)n(-c2ccc(Cl)cc2)c(=O)[nH]c1=O
  -0.1	i	i
#25 CCN1C[C@]2(C)CC[C@H](OC)[C@]34C2[C@H](OC(C)=O)[C@@]2(OCO[C@@]25C[C@H](OC)[C@H]2C[C@]3(O)C5[C@H]2OC)[C@@H]14
  -1.3	i	i
#26 OCC12CO[C@@H]3c4ccccc4[C@H](OC1)N32 (stereo partly drawn)
  -3.2	i	i
#27 CCCCn1c(O)c(C(C)=NCc2ccc(F)cc2)c(=O)[nH]c1=O
  -1.1	i	i
#28 O=C(CN1C(=O)CN=C(c2ccccc2Cl)c2cc(Cl)ccc21)NCc1ccco1
  -3.0	i	i
#29 C[N+]12CN3CN(CN(C3)C1)C2
  -1.9	i	i
#30 C#CCN(C)C(C)Cc1ccccc1 (stereo not drawn)
  -1.1	i	i
#31 CC(C)N1C(=O)CC2(CC[N+](C)(CCOC(=O)C(O)(c3ccccc3)c3ccccc3)CC2)C1=O (stereo not drawn)
  -15	i	i
#32 CC1CN=C(NCc2ccccc2)S1 (stereo not drawn)
  -1.0	i	i
#33 NCCc1c[nH]c2ccc(O)cc12
  -0.2	i	i
#34 CC1CC2(O)c3nonc3CCC2N1O (stereo not drawn)
  -2.8	i	i
#35 O=C(O)C(Cc1cnc[nH]1)NS(=O)(=O)c1ccc(Br)cc1 (stereo not drawn)
  -0.8	i	i
#36 COCCN1Cc2cc(=O)n3c([nH]c4ccccc43)c2C1=N
  -0.3	i	i
#37 Cc1ccc2c(c1)C1CN(C)CCC1N2C(=O)c1cccnc1Cl (stereo not drawn)
  0.3	i	i
#38 COc1ccc(CN2CCCC(C(=O)c3ccccc3SC)C2)cc1O (stereo not drawn)
  -2.4	i	i
#39 O=C(Nc1ccccc1)c1cccn(Cc2ccccc2)c1=O
  -0.5	i	i
#40 CCCC[N+]1(C)C2CC(OC(=O)C(CO)c3ccccc3)CC1C1OC12 (stereo not drawn)
  0.0	i	i
#41 CC(C)(C)c1o[nH]c(=O)c1CC(N)C(=O)O (stereo not drawn)
  -1.1	i	i
#42 O=C1C2CCN(CC2)C1Cc1ccc(OCCOc2ccccc2)cc1 (stereo not drawn)
  0.2	i	i
#43 CCC(COC(=O)NC)NC(=O)Oc1ccccc1 (stereo not drawn)
  -0.8	i	i
#44 CN(C)CCN(CC1CCCN(Cc2ccccc2F)C1)C(=O)Cc1c(F)cccc1F (stereo not drawn)
  -0.9	i	i
#45 CN1CCN(c2ccc([N+](=O)[O-])c(SCCO)c2)CC1
  0.3	i	6.8*
#46 CN(C)C(=O)NC(O)C(Cl)(Cl)Cl (stereo not drawn)
  -1.1	i	i
#47 CN(C)C(=O)Oc1cc(OC(=O)N(C)C)cc(C(O)CNC(C)(C)C)c1 (stereo not drawn)
  0.1&0.6	i	i
#48 Cc1cccnc1-n1c(-c2ccccc2)nc2ccccc2c1=O
  -2.1	i	i
#49 CCN1CCN(c2ccc([N+](=O)[O-])cc2C(=O)OC)CC1
  -1.4	i	i
#50 COc1ccccc1N1CCN(CCc2ccccc2)CC1
  -2.3	i	i
#51 CN1CC(C(=O)c2ccc(F)cc2)C(c2c(F)cccc2Cl)C1 (stereo not drawn)
  x	i	i
#52 c1nc2nc3c(c(N4CCNCC4)n2n1)CCCC3
  -1.2	i	i
#53 O=C(NC(=S)N1C[C@H]2C[C@H](C1)c1cccc(=O)n1C2)c1ccc(Cl)cc1Cl
  -0.9	i	i
#54 Cc1ccc2c(c1)C1CN(C)CCC1N2C(=O)c1ccco1 (stereo not drawn)
  0.0	i	i
#55 Cc1ccc(C(=O)n2cc(CCN3CCS(=O)(=O)CC3)c3ccccc32)cc1
  -0.4	i	i
#56 COc1ccc2c(c1)c(C(=O)CN1CCN(C)CC1)c(C)n2Cc1ccccc1
  -0.6	i	i
#57 CC(C)Oc1cccc(C(=O)C2CCCN(Cc3ccon3)C2)c1 (stereo not drawn)
  -0.1	i	i
#58 Cc1ccc(CC(=O)N2CCN(Cc3ccccc3)CC2)cc1
  -0.2	i	i
#59 CCCCn1c(O)c(C=NC2CCCCC2N)c(=O)[nH]c1=O (stereo not drawn)
  -0.5	i	i
#60 COC(=O)C1=CCCN(C)C1
  -1.4	i	i

Record cards, from the list above. Screens in order: STK33 inh, CHT block, CHT allo act
C[N+]12CN3CN(CN(C3)C1)C2 in the list: -1.9, i, i
Cc1ccc(C(=O)n2cc(CCN3CCS(=O)(=O)CC3)c3ccccc32)cc1 in the list: -0.4, i, i

(cont.)
Under each structure: STK33 inh	CHT block	CHT allo act
#61 O=[N+]([O-])c1ccc(NCCCN2CCOCC2)nc1
  -1.5	i	i
#62 CCCC(C)C1(CC)C(=O)NC(=Nc2ccc(OC)cc2)NC1=O (stereo not drawn)
  0.9	i	i
#63 C=C1[C@@H](C)[C@H]2[C@H](Cc3ccccc3)NC(=O)[C@]23OC(=O)/C=C/[C@H](O)CCC[C@@H](C)C/C=C/[C@H]3[C@@H]1O
  -1.1	i	i
#64 CCC(=NCCN1CCOCC1)c1c(O)n(-c2ccccc2C)c(=O)[nH]c1=O
  -0.4	i	i
#65 COc1cc(Br)cc(CN2CCN(C)CC2)c1O
  0.7	i	i
#66 C/C(=N\NP(=S)(c1ccccc1)c1ccccc1)c1ccc(O)cc1O
  0.4	i	i
#67 O=C(O)COc1ccc(Cl)cc1Cl
  -0.9	i	i
#68 O=[N+]([O-])c1ccc(N2CCNCC2)cc1N1CCCCCC1
  -0.6	i	i
#69 CCCC[n+]1cc(/N=C(\[O-])OC)on1
  -1.9	i	i
#70 CN1CCC(OC(=O)c2cccc(F)c2)CC1
  -0.8	i	i
#71 C=CCn1c(O)c(C(C)=NCCc2ccccc2)c(=O)[nH]c1=O
  -1.5	i	i
#72 Cc1cccc(Cn2cc(C=O)c3ccccc32)c1
  0.0	i	i
#73 O=[N+]([O-])c1ccc(CNCCc2ccccc2)cc1
  -2.5	i	i
#74 CCCCOc1ccc(CN2CCN(CC)CC2)cc1
  1.4	i	i
#75 CC(=O)Nc1ccc(S(=O)(=O)NC(CC(=O)N2CCC3(CC2)OCCO3)C(C)C)cc1 (stereo not drawn)
  7.1	i	i
#76 CN(C(=O)Oc1ccc([N+](=O)[O-])cc1)c1ccccc1
  -0.2	i	i
#77 Cc1cccc(-n2c(O)c(C=Nc3ccc(S(N)(=O)=O)cc3)c(=O)[nH]c2=O)c1
  -1.2	i	i
#78 Cc1[nH]c2ccccc2c1CCN
  0.8	i	i
#79 O=C(c1ccc(F)cc1)N1CCC2(CC1)OCCO2
  0.1	i	i
#80 COc1ccc(CCNCc2sccc2C)cc1OC
  0.3	i	i
#81 Cc1cccc(-n2c(-c3cccs3)nc3ccccc3c2=O)c1
  -1.5	i	i
#82 Cc1cccc(N2CCc3c2nc2ccccc2c3N)c1
  0.0&0.8	-9.3*!	i
#83 CCc1ccc(N2C(=O)NC(=O)C(CCc3ccncc3)(CCc3ccncc3)C2=O)cc1
  -0.5	i	i
#84 O=C(Cc1ccc([N+](=O)[O-])cc1)N1CCN(Cc2ccc3c(c2)OCO3)CC1
  2.3	i	i
#85 COc1ccc(SCC2CN(C)CCC2c2ccc(F)cc2)cc1 (stereo not drawn)
  -0.3	i	i
#86 CCC1C(c2ccccc2)NC(c2ccccc2)CC1(O)c1ccc(F)cc1 (stereo not drawn)
  0.1	i	i
#87 CCC(=NCC1CCCO1)c1c(O)n(-c2ccccc2)c(=O)[nH]c1=O (stereo not drawn)
  0.6	i	i
#88 CN(C)c1ccc(C=C2C(=O)NC(=S)NC2=O)cc1[N+](=O)[O-]
  -1.7	i	i
#89 Cc1cc(-c2ccccc2)cc(-c2ccccc2)[n+]1CCc1ccccc1
  -1.4	i	i
#90 CC1CCCN(CC(=O)c2ccc(Cl)c(Cl)c2)C1 (stereo not drawn)
  -2.0	i	i
#91 CCN(c1ccc(C(O)(C(=O)OC)C(F)(F)F)cc1)S(=O)(=O)c1ccc(C)cc1 (stereo not drawn)
  1.2	i	i
#92 OC[C@@H](O)CCl
  -1.8	i	i
#93 COC(=O)C1=C(c2cc3ccccc3o2)C[C@@H]2CC[C@H]1N2C(=O)NCc1cccc2ccccc12
  0.4	i	i
#94 CCN(C(=O)CN1CC=C(c2ccccc2)CC1)c1c(N)n(Cc2ccccc2)c(=O)[nH]c1=O
  0.7	i	i
#95 CCCCCCn1c(N)c(C(=O)NCCN2CCOCC2)c2nc3ccccc3nc21
  1.2	i	i
#96 c1ccc(CCCN2CCN(CCOC(c3ccccc3)c3ccccc3)CC2)cc1
  0.3	i	i
#97 c1coc(CNCCc2c[nH]c3ccccc23)c1
  -0.2	i	i
#98 C=CCn1c(O)c(/C=C/C=Nc2ccccc2)c(=O)[nH]c1=O
  0.1	i	i
#99 CC(C)n1cc(C(=O)N(CC(=O)NC(C)(C)C)Cc2ccccc2)cn1
  -0.4	i	i
#100 CC(=O)OC[C@]12CCC(C)=C[C@H]1O[C@@H]1[C@H](O)[C@@H](OC(C)=O)[C@@]2(C)[C@]12CO2
  -2.7	i	i
#101 CCc1ccc(CN2CCCC(C(=O)c3sccc3C)C2)o1 (stereo not drawn)
  -1.0	i	i
#102 CC[N+](CC)(CC)CCCCCCCCCC[N+](CC)(CC)CC
  -1.7	i	i
#103 O=C1NC(=O)N(Cc2ccc(F)cc2)C(=O)/C1=C\c1ccoc1
  3.4	i	i
#104 O=[N+]([O-])NC1=NCN(Cc2ccco2)CN1Cc1ccco1
  -0.7	i	i
#105 Cc1ccc(N=C(/N=C(\N)N[N+](=O)[O-])Nc2ccc(C)cc2)cc1
  -0.9	i	i
#106 Cc1ccccc1CN1CCCN(Cc2ccc(Cl)cc2)S1(=O)=O
  0.8	i	i
#107 O=C1NC(=O)C(CCc2ccncc2)(c2ccccc2)C(=O)N1
  -0.2	i	i
#108 Cc1cc(C)c(C2=NOC(O)(C(F)(F)F)C2)c(=O)[nH]1 (stereo not drawn)
  -0.6	i	i
#109 COc1ccc(C(CC(=O)N2CCC3(CC2)OCCO3)NS(=O)(=O)c2ccc(OC)cc2)cc1 (stereo not drawn)
  1.5	i	i
#110 FC(F)(F)c1ccc2c(c1)ncn2C1CCN(Cc2nnnn2C2CCCCC2)CC1
  -2.6	i	i

A portion from further up:
Under each structure: STK33 inh	CHT block	CHT allo act
#105 Cc1ccc(N=C(/N=C(\N)N[N+](=O)[O-])Nc2ccc(C)cc2)cc1
  -0.9	i	i
#106 Cc1ccccc1CN1CCCN(Cc2ccc(Cl)cc2)S1(=O)=O
  0.8	i	i
#107 O=C1NC(=O)C(CCc2ccncc2)(c2ccccc2)C(=O)N1
  -0.2	i	i
#108 Cc1cc(C)c(C2=NOC(O)(C(F)(F)F)C2)c(=O)[nH]1 (stereo not drawn)
  -0.6	i	i
#109 COc1ccc(C(CC(=O)N2CCC3(CC2)OCCO3)NS(=O)(=O)c2ccc(OC)cc2)cc1 (stereo not drawn)
  1.5	i	i
#110 FC(F)(F)c1ccc2c(c1)ncn2C1CCN(Cc2nnnn2C2CCCCC2)CC1
  -2.6	i	i
